SDO1 yeast rescue = restores growth of sdo1-depleted yeast. S. cerevisiae sdo1-depleted JHY4D growth rescue, OD600 30 h; stronger effect = higher value; pdr5 snq2 efflux-pump mutant strain. z-score at 10 µM. 140,000 tested, 0.21% active. AID 817;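 active = z-score above 3 at both the 24 hr and the 30 hr optical density reads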;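 note: z-score against mean and SD of all compound wells on the same plate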
Insulin prom inh = TRM-6 insulin promoter activity inhibition; TRM-6 cells (human fetal islet line), insulin promoter-eGFP reporter, imaging; reporter expression induced with tamoxifen; inhibition, % at 2 µM; 130,000 tested, 0.9% active;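 active = inhibition above the mean plus 3 SD, with well images judged a real hit on visual review, cut at about 60% in these data, passing the limit was not always enough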
SDO1 yeast rescue Rescue 24 h = second read-out of SDO1 yeast rescue, no call of its own (marks repeat the call); z-score; S. cerevisiae sdo1-depleted JHY4D growth rescue, OD600; measured here: growth rescue at 24 h;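 0 is the plate mean of compound wells and units are plate SD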
Starred values were filed as active, the others as inactive; nt = no result given.

The opening three records, to show the layout:
SDO1 yeast rescue,SDO1 yeast rescue Rescue 24 h,Insulin prom inh,Structure
0.42,4.1,-41.7,O=C(N/C(=C/c1cn(-c2ccccc2)nc1-c1ccccc1)C(=O)N1CCOCC1)c1ccc(Cl)cc1Cl
-0.68,-0.81,nt,CCOc1ccccc1C(=O)Nc1nnc(C(C)C)s1
0.99,1.51,-37.5,Cc1cc(C)cc(NC(=O)C/C(N)=N/O)c1

Results, previewed entries included:
SDO1 yeast rescue,SDO1 yeast rescue Rescue 24 h,Insulin prom inh,Structure
0.42,4.1,-41.7,O=C(N/C(=C/c1cn(-c2ccccc2)nc1-c1ccccc1)C(=O)N1CCOCC1)c1ccc(Cl)cc1Cl
-0.68,-0.81,nt,CCOc1ccccc1C(=O)Nc1nnc(C(C)C)s1
0.99,1.51,-37.5,Cc1cc(C)cc(NC(=O)C/C(N)=N/O)c1
0.15,0.02,nt,Cc1cccc(C2N(c3nccs3)C(=O)C3CCCN32)c1 (stereo not drawn)
nt,nt,53.9,O=C(Nc1ccc2nc(-c3ccccn3)c(-c3ccccn3)nc2c1)N1CCOCC1
-0.59,-0.47,nt,CCn1c(CCn2c3ccccc3c3ccccc32)n[nH]c1=S
-0.18,-0.19,-44.4,O=C(c1cc2nc(-c3ccco3)cc(C(F)(F)F)n2n1)N1CCCc2ccccc21
0.46,0.57,nt,CCCc1cc(C(=O)NCCc2ccc(OC)c(OC)c2)no1
-0.76,-0.11,18.2,Cc1ccc(S(=O)(=O)C(C#N)c2nc3ccccc3nc2N2CCCC2)cc1 (stereo not drawn)
0.56,0.26,nt,Cc1ccc(NC(=O)c2cc(C)nn2-c2ccccc2)cc1
-0.63,-1.23,30.2,COc1ccc(C(CC(=O)O)NC(=O)OC(C)(C)C)cc1 (stereo not drawn)
nt,nt,46.0,COC(=O)c1ccc(N2C(=O)CC(N3CCN(c4ccccc4)CC3)C2=O)cc1 (stereo not drawn)
-0.29,-0.07,nt,Cc1onc(-c2ccccc2Cl)c1C(=O)Nc1ccccc1C(=O)NC(C)C
0.76,0.43,27.8,CCOc1cc(C2C3=C(CCCC3=O)Nc3nc(C(=O)OC)nn32)ccc1OC (stereo not drawn)
0.52,0.16,5.6,Cc1nn(C2CCS(=O)(=O)C2)c(Cl)c1/C=C/C(=O)OCC(=O)c1c[nH]c2ccccc12 (stereo not drawn)
-1.15,-0.41,8.3,Cc1ccc(OCC(O)CN2CCN(Cc3ccc4c(c3)OCO4)CC2)cc1C (stereo not drawn)
nt,nt,40.0,O=C(CCSCc1ccccc1F)NCc1cccs1
1.38,0.45,75.3*,CCCCN(C)C1=Nc2cccc3cccc1c23
0.23,0.1,nt,Cc1nnc(Sc2cc(C(=O)NCc3ccco3)c3ccccc3n2)s1
-0.53,-0.69,7.9,CCOc1nc(SC(C(C)=O)C(=O)Nc2ccccc2)nc(N(C)C)n1 (stereo not drawn)

Additional entries.
SDO1 yeast rescue,SDO1 yeast rescue Rescue 24 h,Insulin prom inh,Structure
nt,nt,-1.3,Cc1nc2ncnn2c(Nc2ccc3c(c2)OCCO3)c1C
1.04,1.57,14.7,COc1ccccc1C(CC(=O)Nc1ccc(C)c(C)c1)c1ccc(OC(C)C)cc1 (stereo not drawn)
-0.13,-0.3,nt,Cc1cc2ncn(C(=O)c3c(-c4c(Cl)cccc4Cl)noc3C)c2cc1C
-0.27,-0.16,41.7,O=C(CSc1nc(C2CC2)nc2ccccc12)N1c2ccccc2Sc2ccccc21
1.85,1.46,0.0,COc1ccc(CCN/C=C2/CC(=O)NC2=O)cc1OC
nt,nt,-22.2,Cc1nc2ccc(NC(=O)COc3ccccc3C)cc2s1
-0.55,0.07,0.0,Cc1ccc(C)c(NC(=O)Cc2csc(-c3ccccc3)n2)c1
0.04,1.34,43.2,COc1ccccc1C(=O)Nc1nc2ccc(S(C)(=O)=O)cc2s1
1.02,1.16,nt,O=C(O)C1CCCN1C(=O)c1cccs1 (stereo not drawn)
nt,nt,-21.4,COc1ccc(NCN2C(=O)C3C4C=CC(C4)C3C2=O)cc1 (stereo not drawn)
-1.96,-1.55,-43.8,COc1ccc2cc3cc(C(=O)NCC4COc5ccccc5O4)oc3nc2c1 (stereo not drawn)
1.56,2.14,-28.6,COc1ccc2[nH]c(C(=O)O)c(NS(=O)(=O)c3ccc(OC)c(OC)c3)c2c1
nt,nt,-28.6,O=C(CCCCCNc1nc(=S)[nH]c2ccccc12)NCCc1ccc(Cl)cc1
0.16,0.11,-30.0,O=C(N/N=C/c1ccccc1Cl)c1cccc(F)c1
nt,nt,33.3,O=C(O)CCCCCN=Cc1c(O)c2ccccc2oc1=O
2.4,-0.56,11.1,COc1ccc(-c2cc(C#N)nc(N3CCNCC3)n2)cc1
nt,nt,38.1,Cc1ccc(S(=O)(=O)N2CCN(S(C)(=O)=O)CC2)cc1
0.65,-0.09,12.1,CCCOc1ccc(N2CC(C(=O)Nc3ncccc3C)CC2=O)cc1 (stereo not drawn)
1.28,0.7,51.4,COc1ccccc1CNC(=O)CC(C)C
nt,nt,-18.8,O=C(Nc1ccccc1C(F)(F)F)c1ccccn1

(cont.)
SDO1 yeast rescue,SDO1 yeast rescue Rescue 24 h,Insulin prom inh,Structure
-1.25,-0.96,50.0,CC(C)(C)c1cc(OC(=O)c2ccncc2)ccc1O
-0.69,-0.89,25.0,O=C(CCCSc1nc2ccccc2s1)NCc1ccc2c(c1)OCO2
-0.84,-1.03,nt,Cc1ccc(NC(=O)C2CCCN(S(=O)(=O)c3c(C)noc3C)C2)cc1F (stereo not drawn)
nt,nt,36.4,COc1cc(/C=N/NC(=O)c2ccc(CSc3nncn3C)cc2)ccc1OCC(=O)N1CC(C)OC(C)C1 (stereo not drawn)
-0.14,0.68,nt,CCN1C(=O)c2cccc3c(NC(=O)c4ccc5c(c4)OCCO5)ccc1c23
1.15,1.52,-157.1,CCC(C)(C)C1CCc2c(sc(NC(=O)c3ccoc3C)c2C(N)=O)C1 (stereo not drawn)
0.18,-1.07,38.5,Cc1ccc(CC(=O)OCCNC(=O)c2cccnc2)cc1
nt,nt,26.7,O=C1/C(=C/c2cccs2)CCC1C1CCCC1 (stereo not drawn)
nt,nt,0.0,CCc1ccc(-c2cc(C(=O)N/N=C/c3ccco3)[nH]n2)cc1
-0.08,0.21,16.7,CCOC(=O)N1CCC(N2Cc3cccc(C(=O)NCc4ccc(OC)cc4)c3C2=O)CC1
1.35,0.47,-44.4,CCOC(=O)C(=O)Nc1ccccc1C(N)=O
-0.55,-1,nt,COc1cc(NC(=O)N[C@H](C(=O)O)C(C)C)cc(OC)c1
0.53,0.13,nt,CCOC(=O)CNS(=O)(=O)c1ccc(C(=O)O)cc1
0.79,0.76,18.9,Cc1cccc(N(CC(=O)Nc2ccc(CC#N)cc2)S(C)(=O)=O)c1
1.32,1.67,-51.3,Cc1cc(NS(=O)(=O)c2ccc(NC(=S)NC(=O)c3ccc(F)cc3Cl)cc2)no1
-0.26,-0.84,-30.0,Cn1c(CN2CCCCC2)nc2cc(NC(=O)c3cccc(Br)c3)ccc21
nt,nt,16.7,CCOc1cc(C(=O)OCC(=O)NC(C)c2ccccc2)ccc1OCC(=O)N1CCOCC1 (stereo not drawn)
0.45,0.5,13.6,c1ccc(-c2nnc(CSc3nncs3)o2)cc1
1.13,0.23,-60.6,Cc1nccn1CCCN1C(=O)OC2(CCCCC2)C1(C)O (stereo not drawn)
nt,nt,-40.0,Cn1nnc(NC(=O)c2ccc([N+](=O)[O-])cc2Cl)n1

Continued:
SDO1 yeast rescue,SDO1 yeast rescue Rescue 24 h,Insulin prom inh,Structure
0.57,-0.2,nt,O=C(C1CCCO1)N1CCN(C(=S)Nc2ccc(Cl)cc2Cl)CC1 (stereo not drawn)
-0.29,-0.58,-2.6,CCn1c(SCC(=O)N2CCCc3ccccc32)nc2cccnc21
-1.69,-1.3,26.1,Cc1sc2ncnc(NCC3(N4CCOCC4)CCCCC3)c2c1C
0.08,0.39,9.4,CC(=O)c1ccc(OC(=O)N(c2ccccc2)c2ccccc2)cc1
-0.75,-0.64,nt,CCOC(=O)N1CCC(NC(=O)c2ccc3c(c2)N(Cc2ccc(F)cc2)CCS3)CC1
nt,nt,60.0,CCOC(=O)c1cc2cc([N+](=O)[O-])cc(OC)c2oc1=O
-0.23,-0.11,33.3,O=C(/C(=C/c1ccccc1Cl)c1ccccc1)N1CCOCC1
-0.4,-0.6,34.5,CC1CCCC(NC(=O)CN2CCN(Cc3ccc(Cl)cc3)C2=O)C1C (stereo not drawn)
0.7,-0.11,51.7,COc1nc(C)ccc1-c1noc(-c2ccccn2)n1
1.42,1.31,-36.1,O=C(Nc1cccc(O)c1)c1ccc(Br)cc1
-1.34,-1.12,-70.0,COc1cc(OC)cc(-c2nnc(SCC(=O)N3CCCCC3)o2)c1
nt,nt,40.0,CC1CC(C)(C)NC(=S)N1CCCC(=O)Nc1ccccc1F (stereo not drawn)
-0.8,-0.32,nt,COc1ccc2[nH]c(=O)c(COC(=O)c3cccs3)cc2c1
0.61,0.36,nt,COc1ccc(CC(=O)Nc2nc3ccccc3s2)cc1S(=O)(=O)N1CCOCC1
nt,nt,0.0,CC(=O)NCCNC(=O)c1ccc(Sc2ccccc2)c([N+](=O)[O-])c1
0.99,1.66,-17.6,Cc1onc(-c2ccccc2)c1C(=O)NNC(=S)NC(=O)c1ccc(Br)cc1
-0.18,-0.55,-3.2,C=CCn1c(Sc2nc(C)cs2)nc2c1c(=O)[nH]c(=O)n2C
-0.4,-0.81,-10.3,COc1ccc(C(=O)/C=C(\C)NCc2ccc3c(c2)OCO3)cc1
nt,nt,-48.6,CCNC(=O)c1ccccc1SCC(=O)Nc1ccc(F)cc1
0.67,0.38,-14.3,CCCNC(=O)c1nc(C)c(C)nc1C(=O)Nc1cccc(Cl)c1

More results.
SDO1 yeast rescue,SDO1 yeast rescue Rescue 24 h,Insulin prom inh,Structure
0.09,0.32,nt,CCOCCCNC(=O)C(NC(=O)c1ccc(=O)[nH]c1)c1ccc(C)cc1 (stereo not drawn)
-1.38,-1.23,25.0,N#CC(C(=O)NC1CC1)c1nc2ccccc2nc1N1CCCC1 (stereo not drawn)
0.48,0.67,-100.0,CCCC[n+]1ccn(C2=C([O-])c3ccccc3C(=O)/C2=N\S(=O)(=O)c2ccc(Br)cc2)c1
-0.7,-0.02,24.2,COc1ccc(CNc2nc3c(c(=O)n(Cc4ccc(Cl)cc4)c(=O)n3C)n2C)cc1
-1.05,-1.25,-2.9,O=C(COC(=O)c1ccccc1-c1nc2ccccc2s1)Nc1ccccc1C(F)(F)F
-0.74,-0.43,40.0,NC(=O)c1sc2nc(N3CCOCC3)c3c(c2c1N)CCCC3
0.88,0.88,nt,O=C(CN1CCN(c2ccccc2O)CC1)NC(=O)NCc1ccco1
0.16,1.74,30.8,CCOC(=O)c1c(NC(=O)CN2C(=O)NC3(CCCCCC3)C2=O)sc(C)c1-c1ccc(C)cc1
-0.83,-1.28,-103.3,CCn1c(-c2ccccc2Cl)nn(CC(=O)Nc2cc(Cl)ccc2Cl)c1=S
-1.52,-0.51,-50.0,CCC(C(=O)Nc1cccc(C(F)(F)F)c1)c1ccccc1 (stereo not drawn)
0.18,2.53,-14.3,CCOC(=O)c1cc(NC(=O)c2ccc(C)cc2)c(=O)oc1-c1ccccc1
nt,nt,33.3,C(=N\Nc1ncnc2nc[nH]c12)/c1cccs1
-0.76,-1.23,42.3,COC(=O)c1ccccc1OCCCOc1ccc(C=O)cc1OC
nt,nt,-8.3,O=C(NCCc1cccs1)c1cccs1
-1.06,-0.72,-15.4,Clc1ccc2[nH]c3c(N4CCC5(CC4)OCCO5)ncnc3c2c1
nt,nt,-12.5,COCc1ccc(CN2CCCC(CO)(Cc3ccccc3C)C2)o1 (stereo not drawn)
nt,nt,57.1,COCCn1c(SCC(=O)Nc2ccc(F)cc2)nc2c(oc3ccccc32)c1=O
-0.46,-0.99,22.9,COc1ccc2nc(SCC(=O)N3CC(=O)Nc4ccccc43)c(C#N)cc2c1
0.28,0.06,nt,Cc1c(Cl)cnc(NC(=O)COC(=O)c2nn(C)c(=O)c3ccccc23)c1Cl
1.03,1.15,nt,S=C1Nc2cc(Cl)ccc2Sc2ccccc21

Next part
SDO1 yeast rescue,SDO1 yeast rescue Rescue 24 h,Insulin prom inh,Structure
0.31,1.39,-6.9,O=C(CSc1ccc(-c2ccccc2)nn1)N1CCOCC1
0.31,-0.42,nt,Cc1cccc(Nc2ncnc3nc[nH]c23)c1C
-0.72,-0.56,-27.3,CCCN1C(=O)/C(=C/c2c(NCCCOCC)nc3c(C)cccn3c2=O)SC1=S
-1.51,0.51,-30.8,O=C(Cc1cccs1)Nc1cccc(-c2nc3cc4ccccc4cc3[nH]2)c1
-1.04,-0.61,-21.4,CC(C)(C)c1nc2ccccc2c(=O)n1N1C(=O)c2ccccc2C1=O
-0.47,0.11,nt,O=C(NCCO)c1cccc(S(=O)(=O)N2CCCCC2)c1
1.11,0.33,-41.9,Cc1c(Br)c([N+](=O)[O-])nn1CC(=O)NCc1cccnc1

An excerpt from above in order of molecular weight, falling:
SDO1 yeast rescue,SDO1 yeast rescue Rescue 24 h,Insulin prom inh,Structure
-0.46,-0.99,22.9,COc1ccc2nc(SCC(=O)N3CC(=O)Nc4ccccc43)c(C#N)cc2c1
-1.51,0.51,-30.8,O=C(Cc1cccs1)Nc1cccc(-c2nc3cc4ccccc4cc3[nH]2)c1
1.11,0.33,-41.9,Cc1c(Br)c([N+](=O)[O-])nn1CC(=O)NCc1cccnc1
-1.04,-0.61,-21.4,CC(C)(C)c1nc2ccccc2c(=O)n1N1C(=O)c2ccccc2C1=O
0.31,1.39,-6.9,O=C(CSc1ccc(-c2ccccc2)nn1)N1CCOCC1
-0.47,0.11,nt,O=C(NCCO)c1cccc(S(=O)(=O)N2CCCCC2)c1
1.03,1.15,nt,S=C1Nc2cc(Cl)ccc2Sc2ccccc21

Bioassay records deposited in PubChem BioAssay by several laboratories.

Only part of the results is shown (hit frequency here may not be typical).
